Screens (PubChem BioAssay)
STAT1 activator: STAT1 signaling activators, primary screen, cell-based, HTS, luciferase reporter; NIH 3T3 STAT1-luciferase reporter, IFN-gamma, luminescence; 100% = IFN-gamma alone, no compound; activation (% of control), % at 5.5 µM; actives 2.6% (n = 200,000);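 active means activation above the screen-wide mean activation plus 3 SD, cut at about 130% in these data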;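 further: raw ratio to IFN-gamma control signal so 100% means no change and 0% no light; values of inactives mirror those of a sister screen read the other way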
NF-kB expr up: activators of NF-kB expression in neurons, primary screen, cell-based, HTS | fold change at 12.5 µM | human neuronal cells, NF-kB reporter expression; stronger effect = higher value | actives 1.6% (n = 190,000); in the data active means fold change above about 3.3
STAT3 blocker: IL-6 driven STAT3 reporter inhibitors, primary screen, U3A cells, luciferase, luminescence, MLSCN library | inhibition, % at 5.5 µM | actives 0.89% (n = 190,000) | AID 862, 2007 | IL-6 STAT3-luciferase reporter; host cell line lacks STAT1;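 active means inhibition above the mean inhibition across all screened compounds plus 3 SD, cut at about 44% in these data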;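 further: 0% = DMSO only wells and 100% = 100 µM nifuroxazide control wells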
APP 5UTR inh: inhibitors of APP translation via 5'UTR reporter, primary screen, APP 5'UTR luciferase, SH-SY5Y cells. inhibition, % at 2 µM. actives 0.82% (n = 190,000). SH-SY5Y APP 5'UTR-luciferase reporter, luminescence;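 active means inhibition above a set limit, derived from the sample mean plus 3 SD, cut at about 45% in these data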; further: values of inactives mirror those of a sister screen read the other way
FLuc stim CS: FLuc activators, initial screening, artefact control for FLuc-dependent activation tests, biochemical, ATPlite luminescence; Luciferin 4-monooxygenase (Photinus pyralis), P08659; ATPlite luciferase biochemical, 10 min; 0 = ATP-free wells, 1 = DMSO control; activation factor at 10 µM; 200,000 tested, under 10 active;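 active means luciferase activation factor, scaled between plate controls, of at least 2 with compound at 10 µM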
Target sequence (P08659 whole entry, looked up): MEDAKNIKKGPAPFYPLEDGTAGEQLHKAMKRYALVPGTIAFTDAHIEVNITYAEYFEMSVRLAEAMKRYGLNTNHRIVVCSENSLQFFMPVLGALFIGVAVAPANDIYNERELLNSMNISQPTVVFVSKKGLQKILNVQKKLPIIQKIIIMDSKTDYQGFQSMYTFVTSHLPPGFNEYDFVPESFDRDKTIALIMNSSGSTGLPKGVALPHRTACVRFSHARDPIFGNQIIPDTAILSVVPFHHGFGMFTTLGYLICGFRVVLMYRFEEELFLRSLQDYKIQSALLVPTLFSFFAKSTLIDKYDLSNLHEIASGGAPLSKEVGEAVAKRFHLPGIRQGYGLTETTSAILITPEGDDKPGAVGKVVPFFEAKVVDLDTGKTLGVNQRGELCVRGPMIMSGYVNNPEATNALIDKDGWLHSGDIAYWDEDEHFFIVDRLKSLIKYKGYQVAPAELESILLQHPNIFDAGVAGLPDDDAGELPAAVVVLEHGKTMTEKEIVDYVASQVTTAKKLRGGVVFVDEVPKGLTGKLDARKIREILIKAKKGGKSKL
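Assay system: Luciferase/luciferin detection reagent, cell-free biochemical luciferase assay / Also added: ATP substrate / Schedule: 10 min at ambient temperature / Measured by: luminescence measurement of luciferase light output / Benchmarks: low control with PBS replacing ATP, high control enzyme plus ATP without compound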
APP 5'UTR act: activators of APP 5'UTR luciferase reporter, primary screen, SH-SY5Y cells | actives 1% (n = 190,000) | activation, % at 2 µM | SH-SY5Y APP 5'UTR luciferase reporter, luminescence; zero percent = DMSO vehicle wells | AID 1276, 2008;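 active means activation above a set limit, based on mean plus 3 SD of controls, cut at about 140% in these data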; further: values of inactives mirror those of a sister screen read the other way
FLuc inhib CS: firefly luciferase enzyme inhibitors, primary screen, artefact control for luciferase-based inhibitor screens, biochemical, luminescence, ATPLite; Luciferin 4-monooxygenase (Photinus pyralis), P08659; 10 min; inhibition, % at 10 µM; actives 1.5% (n = 200,000);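 active means inhibition above about 50% when tested at 10 µM, limit read from the data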
STAT3 act: IL-6 driven STAT3 reporter potentiators, primary screen, U3A cells, luciferase, luminescence, MLSCN library; AID 871, 2007; actives 0.91% (n = 190,000); activation (% of control), % at 5.6 µM; IL-6 STAT3-luciferase reporter; 100% = signal with IL-6 EC80 alone;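 active means activation above the screen-wide mean of compound activation plus 3 SD, cut at about 130% in these data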;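 further: 0% = background luminescence of wells with medium and substrate only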
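Material: human U3A cells carrying STAT3-luciferase construct. Measured by: reporter luminescence signal. Timing: compound 1 h, then IL-6 6 h at 37 °C.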
STAT1 inh: STAT1 signaling inhibitors, primary screen, cell-based, HTS, luciferase reporter; actives 0.35% (n = 200,000); inhibition, % at 5.5 µM; AID 920, 2007; NIH 3T3 STAT1-luciferase reporter, IFN-gamma, luminescence;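 active means inhibition above a set limit, the mean inhibition across all tested compounds plus 3 SD, cut at about 34% in these data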;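 further: 0% = IFN-gamma with DMSO and 100% = IFN-gamma with 300 µM nifuroxazide; values of inactives mirror those of a sister screen read the other way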
ROMK mod: ROMK potassium channel modulators, primary screen, cell-based, thallium flux, MLSMR library; actives 2% (n = 130,000); Tet-inducible ROMK, thallium flux fluorescence; actives lie on both sides; ATP-sensitive inward rectifier potassium channel 1 (Homo sapiens), P48048; B-score at 10 µM;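 active means signal ratio slope over the read window, or its plate-corrected B-score, at least 3 SD from the plate mean, either direction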;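 further: B-score of the F/F0 ratio slope over 7 to 12 s after thallium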
Target sequence (P48048 whole entry, looked up): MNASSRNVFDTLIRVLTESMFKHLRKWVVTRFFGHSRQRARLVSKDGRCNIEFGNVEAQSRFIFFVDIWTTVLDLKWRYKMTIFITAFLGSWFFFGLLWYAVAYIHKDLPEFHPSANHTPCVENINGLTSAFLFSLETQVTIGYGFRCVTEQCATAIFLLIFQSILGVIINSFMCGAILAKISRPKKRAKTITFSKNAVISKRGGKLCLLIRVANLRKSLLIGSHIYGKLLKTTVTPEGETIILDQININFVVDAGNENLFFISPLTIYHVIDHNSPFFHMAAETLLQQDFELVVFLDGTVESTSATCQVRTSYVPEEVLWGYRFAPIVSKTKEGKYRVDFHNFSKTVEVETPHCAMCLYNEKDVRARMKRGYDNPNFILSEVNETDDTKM
An asterisk follows results filed as active. Outcome played no part in choosing rows; about 7.1% have a hit in one of these screens.

Screening Cc1cc(C)nc(NC(=O)/C=C/c2ccccc2Cl)c1 returned STAT1 activator 125.6, NF-kB expr up 3.17, STAT3 blocker -13.3, APP 5UTR inh -109.9, FLuc stim CS 0.7, APP 5'UTR act 109.9, FLuc inhib CS 29.4, STAT3 act 111.0 and STAT1 inh -28.2.
`CCCCCCC(=O)Oc1cccc(N2C(=O)C3CCCCC3C2=O)c1` (stereo unspecified) gave STAT1 activator 102.8, NF-kB expr up 1.27, STAT3 blocker 3.3, APP 5UTR inh 10.9, FLuc stim CS 1, APP 5'UTR act -10.9, FLuc inhib CS -4.1, STAT3 act 108.3, STAT1 inh -3.9 and ROMK mod 0.306.
Screening CSc1nnc(-c2cc(Br)ccc2N=Cc2c(C)[nH]n(-c3ccccc3)c2=O)c(=O)[nH]1 returned STAT1 activator 92.8, NF-kB expr up 0.98, STAT3 blocker -17.5, APP 5UTR inh -1.1, FLuc stim CS 1, APP 5'UTR act 1.1, FLuc inhib CS 3.9, STAT3 act 118.3 and STAT1 inh 5.7.
Screening COCC(C)n1c(C)cc(C(=O)CSc2ccc(NC(C)=O)cc2)c1C (stereo unspecified) returned STAT1 activator 111.0, NF-kB expr up 0.35, STAT3 blocker 7.4, APP 5UTR inh -36.1, FLuc stim CS 1.1, APP 5'UTR act 36.1, FLuc inhib CS -7.1, STAT3 act 97.5, STAT1 inh -11.9 and ROMK mod -0.836.
COC(=O)Cc1c(C)c2ccc(OCc3nn[nH]n3)c(C)c2oc1=O was read as STAT1 activator 100.0, NF-kB expr up 1.15, STAT3 blocker 1.9, APP 5UTR inh -8.9, FLuc stim CS 1, APP 5'UTR act 8.9, FLuc inhib CS 3.8, STAT3 act 99.7 and STAT1 inh -0.1.
`Cc1ccc(OCCCCn2c(CO)nc3ccccc32)cc1` gave STAT1 activator 99.3, NF-kB expr up 0.94, STAT3 blocker 18.9, APP 5UTR inh 16.8, FLuc stim CS 1, APP 5'UTR act -16.8, FLuc inhib CS -0.2, STAT3 act 87.1 and STAT1 inh -0.5.
`COC(=O)c1ccc(Oc2ccc3nnc(C)n3n2)cc1` gave STAT1 activator 98.1, NF-kB expr up 1.25, STAT3 blocker 19.1, APP 5UTR inh 2.1, FLuc stim CS 1, APP 5'UTR act -2.1, FLuc inhib CS -2.8, STAT3 act 88.7 and STAT1 inh 2.1.
`CC(=O)OC(C(=O)NC1CCCCC1)c1ccccc1` (stereo unspecified) gave STAT1 activator 95.8, NF-kB expr up 0.98, STAT3 blocker 5.4, APP 5UTR inh -11.4, FLuc stim CS 1, APP 5'UTR act 11.4, FLuc inhib CS -4.0, STAT3 act 100.6 and STAT1 inh 4.5.
For CC(=O)NS(=O)(=O)c1ccc(NC(=O)CSc2ccc(C)cc2)cc1 the results were STAT1 activator 103.8, NF-kB expr up 1.05, STAT3 blocker -2.7, APP 5UTR inh -31.0, FLuc stim CS 1, APP 5'UTR act 31.0, FLuc inhib CS 1.8, STAT3 act 108.3, STAT1 inh -5.6 and ROMK mod 0.506.
For Cc1ccc(N=Nc2ccc(O)c3ncccc23)cc1C the results were STAT1 activator 103.4, NF-kB expr up 1.01, STAT3 blocker -10.9, APP 5UTR inh 26.6, FLuc stim CS 0.8, APP 5'UTR act -26.6, FLuc inhib CS 17.5, STAT3 act 110.4 and STAT1 inh -4.8.
`CCOC(=O)C1(CCc2ccccc2)CCN(C(=O)c2cc(C)nc(C)n2)CC1` gave STAT1 activator 117.9, NF-kB expr up 1.53, STAT3 blocker -7.3, APP 5UTR inh -18.4, FLuc stim CS 1.1, APP 5'UTR act 18.4, FLuc inhib CS -6.3, STAT3 act 118.2, STAT1 inh -20.6 and ROMK mod -0.387.
COC(=O)c1[nH]c2ccccc2c1NC(=O)CN1CCN(C/C=C/c2ccccc2)CC1 was read as STAT1 activator 99.5, NF-kB expr up 0.69, STAT3 blocker 20.4, APP 5UTR inh 9.4, FLuc stim CS 1.1, APP 5'UTR act -9.4, FLuc inhib CS -8.0, STAT3 act 89.8, STAT1 inh 0.6 and ROMK mod -3.33.
`COC(=O)c1sc2ccccc2c1NC(=O)c1ccc(S(=O)(=O)N2CC(C)CC(C)C2)cc1` (stereo unspecified) gave STAT1 activator 88.7, NF-kB expr up 0.95, STAT3 blocker -3.9, APP 5UTR inh 4.8, FLuc stim CS 1, APP 5'UTR act -4.8, FLuc inhib CS -4.0, STAT3 act 106.5, STAT1 inh 12.6 and ROMK mod -0.322.
For CN1CCN(c2nc(-c3ccc(Br)cc3)nnc2-c2ccccc2)CC1 the results were STAT1 activator 102.7, NF-kB expr up 1.25, STAT3 blocker -12.9, APP 5UTR inh -7.8, FLuc stim CS 1, APP 5'UTR act 7.8, FLuc inhib CS 2.6, STAT3 act 111.3 and STAT1 inh -3.0.
For CCOC(=O)C1CCCN(Cc2cc(=O)oc3cc(C)c(C(C)C)cc23)C1 (stereo unspecified) the results were STAT1 activator 109.5, NF-kB expr up 1.13, STAT3 blocker -16.9, APP 5UTR inh 15.9, FLuc stim CS 1, APP 5'UTR act -15.9, FLuc inhib CS -3.4, STAT3 act 115.4 and STAT1 inh -11.4.
For O=C(Oc1cccc(N2C(=O)CCC2=O)c1)C1CC(=O)N(c2ccc(Br)cc2)C1 (stereo unspecified) the results were STAT1 activator 104.7, NF-kB expr up 1.36, STAT3 blocker 0.5, APP 5UTR inh 4.2, FLuc stim CS 1.1, APP 5'UTR act -4.2, FLuc inhib CS -5.8, STAT3 act 100.8, STAT1 inh -5.2 and ROMK mod -0.482.
`C=CCn1c(C(CCC(C)C)CC(C)(C)O)n[nH]c1=S` (stereo unspecified) gave STAT1 activator 88.0, NF-kB expr up 0.96, STAT3 blocker 1.5, APP 5UTR inh 5.2, FLuc stim CS 1, APP 5'UTR act -5.2, FLuc inhib CS -0.4, STAT3 act 103.5 and STAT1 inh 13.3.
For CCOc1c(OC(C)=O)ccc(/C=C/c2ccc3cccc(OC(C)=O)c3n2)c1[N+](=O)[O-] the results were STAT1 activator 101.6, NF-kB expr up 1.58, STAT3 blocker -9.4, APP 5UTR inh -87.1, FLuc stim CS 1.1, APP 5'UTR act 87.1, FLuc inhib CS -7.1, STAT3 act 113.1 and STAT1 inh -1.8.
Cc1cccc(C(=O)NCC(=O)N2CC(=O)Nc3ccccc32)c1 was read as STAT1 activator 101.3, NF-kB expr up 1.12, STAT3 blocker 2.4, APP 5UTR inh -9.9, FLuc stim CS 1, APP 5'UTR act 9.9, FLuc inhib CS -0.8, STAT3 act 105.4, STAT1 inh -1.2 and ROMK mod 0.158.
Screening CCCn1nnc(NC(=O)c2cccnc2Cl)n1 returned STAT1 activator 92.2, NF-kB expr up 0.93, STAT3 blocker 1.0, APP 5UTR inh 9.6, FLuc stim CS 1, APP 5'UTR act -9.6, FLuc inhib CS -1.6, STAT3 act 100.3, STAT1 inh 2.7 and ROMK mod -0.815.
For Cn1c(N2CCCC2)nc2c1c(=O)n(Cc1cccc(F)c1)c(=O)n2C the results were STAT1 activator 97.7, NF-kB expr up 0.97, STAT3 blocker -11.0, APP 5UTR inh 2.5, FLuc stim CS 1, APP 5'UTR act -2.5, FLuc inhib CS -2.3, STAT3 act 110.0, STAT1 inh 2.5 and ROMK mod -0.594.
Screening Cn1cccc1/C=N/NC(=O)c1sc2ccccc2c1Cl returned STAT1 activator 130.6*, NF-kB expr up 1.4, STAT3 blocker 12.0, APP 5UTR inh -12.6, FLuc stim CS 0.8, APP 5'UTR act 12.6, FLuc inhib CS 21.0, STAT3 act 96.2, STAT1 inh -34.2 and ROMK mod 0.0405.
`OCCNCc1ccc(OCc2ccc(Cl)cc2Cl)cc1` gave STAT1 activator 105.7, NF-kB expr up 0.93, STAT3 blocker 21.2, APP 5UTR inh -30.7, FLuc stim CS 1, APP 5'UTR act 30.7, FLuc inhib CS 3.6, STAT3 act 86.0, STAT1 inh -9.7 and ROMK mod -1.
For Cn1nnnc1SCC1=C(C(=O)O)N2C(=O)C(NC(=O)Cn3nc(C(F)F)cc3C3CC3)C2SC1 (stereo unspecified) the results were STAT1 activator 95.2, NF-kB expr up 1.3, STAT3 blocker -7.7, APP 5UTR inh -11.7, FLuc stim CS 1, APP 5'UTR act 11.7, FLuc inhib CS 0.2, STAT3 act 108.2, STAT1 inh 4.6 and ROMK mod 1.9.
Screening CCCN1CCN(C(=S)Nc2ccccc2C(F)(F)F)CC1 returned STAT1 activator 94.9, NF-kB expr up 0.97, STAT3 blocker -4.0, APP 5UTR inh -5.6, FLuc stim CS 1.1, APP 5'UTR act 5.6, FLuc inhib CS -9.3, STAT3 act 102.9 and STAT1 inh 5.6.
Screening Cc1ccc(S(=O)(=O)NCCC(=O)NC2CCCC2)cc1 returned STAT1 activator 99.3, NF-kB expr up 1.04, STAT3 blocker 14.4, APP 5UTR inh 7.5, FLuc stim CS 1.1, APP 5'UTR act -7.5, FLuc inhib CS -8.3, STAT3 act 92.3 and STAT1 inh 0.8.
O=C(CN1CCOCC1)N/N=C/c1ccco1 was read as STAT1 activator 95.0, NF-kB expr up 0.96, STAT3 blocker 17.0, APP 5UTR inh 0.6, FLuc stim CS 1, APP 5'UTR act -0.6, FLuc inhib CS -4.0, STAT3 act 87.7, STAT1 inh 4.8 and ROMK mod 0.295.
COc1ccc(/C=N/NC(=O)c2cc(-c3cccn3C)n[nH]2)cc1OC was read as STAT1 activator 100.5, NF-kB expr up 0.75, STAT3 blocker -4.0, APP 5UTR inh 9.1, FLuc stim CS 1, APP 5'UTR act -9.1, FLuc inhib CS 0.8, STAT3 act 101.2, STAT1 inh 1.8 and ROMK mod -0.035.
`Cc1ccc(OCC(=O)Nc2sc3c(c2C#N)CC(C)(C)NC3(C)C)cc1` gave STAT1 activator 106.1, NF-kB expr up 0.76, STAT3 blocker 2.4, APP 5UTR inh 26.4, FLuc stim CS 1, APP 5'UTR act -26.4, FLuc inhib CS -1.3, STAT3 act 101.8, STAT1 inh -8.3 and ROMK mod 0.424.
For COc1ccc(C2C(C#N)=C(N)Oc3c2oc(CO)cc3=O)c(OC)c1OC (stereo unspecified) the results were STAT1 activator 107.6, NF-kB expr up 1.24, STAT3 blocker 7.3, APP 5UTR inh -5.2, FLuc stim CS 1.1, APP 5'UTR act 5.2, FLuc inhib CS -5.8, STAT3 act 98.7 and STAT1 inh -8.4.
For O=C(/C=C/c1ccccc1)C1=C(O)C(=O)N(CCO)C1c1ccc2c(c1)OCO2 (stereo unspecified) the results were STAT1 activator 90.0, NF-kB expr up 1.16, STAT3 blocker 2.4, APP 5UTR inh -4.3, FLuc stim CS 1, APP 5'UTR act 4.3, FLuc inhib CS -2.8, STAT3 act 100.9 and STAT1 inh 8.8.
